Source: PubChem BioAssay (several laboratories)
RGS4 block: human RGS4 inhibition. hit rate 0.45% among 310,000. HEK293 M3R/RGS4 inducible, Fluo-4 calcium flux; stronger effect = higher value; triggered by carbachol at its EC20. P49798. AID 463165. B-score at 10 µM;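 active = B-score, a plate-corrected calcium signal, over three deviations above library mean, with baseline fluorescence within five deviations of library mean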;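 also: RGS4 expression induced by doxycycline in cells with stable M3 receptor; B-score is computed from the integrated fluorescence ratio over baseline after carbachol; higher B-score means a larger calcium signal and so more RGS4 inhibition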
Target sequence (P49798 whole entry, looked up): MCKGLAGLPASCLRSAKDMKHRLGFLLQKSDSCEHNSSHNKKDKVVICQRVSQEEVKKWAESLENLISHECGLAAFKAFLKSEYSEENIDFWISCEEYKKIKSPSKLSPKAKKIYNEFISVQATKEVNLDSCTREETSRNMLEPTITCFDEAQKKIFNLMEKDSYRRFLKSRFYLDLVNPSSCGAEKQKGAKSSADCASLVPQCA
RGS4 pot: potentiators or activators of RGS4; HEK293 M3R/inducible RGS4, carbachol calcium flux Fluo4; stronger effect = lower value; B-score at 10 µM; hit rate 0.92% among 310,000; AID 463111;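 active = B-score of the integrated calcium signal more than 4 SD below the library mean, with starting fluorescence not abnormally high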;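 also: negative B-score means reduced calcium response which marks RGS4 activation or potentiation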
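System – HEK293 FlpIn-TREx cells, stable M3R, doxycycline-inducible RGS4 · Reagent – ECmax carbachol challenge · Times – compound preincubation 20 min at room temperature before agonist · Technique – Fluo4 fluorescence kinetic imaging of calcium · Measure – B score of integrated Fluo4 ratio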
SKKanGAS inh: blocks kanamycin growth of S. pyogenes SKKanGAS strain; AID 1662; inhibition, % at 7.5 µM; hit rate 1.3% among 300,000; BacTiter-Glo, 6 h;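 active = mean replicate score, as percent of positive control median, at least 50; inconclusive = mean below 50 but one replicate at or above 50; inactive = mean and every replicate below 50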;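 also: strain carries kanamycin resistance gene driven by streptokinase promoter and grows in 40 µg/ml kanamycin; loss of luminescence reflects streptokinase promoter inhibition or plain growth inhibition; 0% = median of DMSO wells and 100% = positive control at its reference dose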
HIF act: HIF pathway transcriptional activation. U2OS HRE-luciferase reporter, luminescence; normalized: DMSO 0%, desferrioxamine 100%. activation, % at 7.5 µM (by protocol). hit rate 0.32% among 300,000. AID 1910;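 active = mean activation of at least 10% of the iron chelator positive control signal, with at least half of replicates also reaching 10%; inconclusive = mean and replicate majority disagree about reaching 10%; inactive = mean and most replicates under 10%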
TRPC6 inh: inhibitors of mouse TRPC6 channel | Q61143 | B-score at 10 µM | hit rate 1.1% among 310,000 | HEK293-TRPC6, membrane potential dye, ACh-evoked depolarization; stronger effect = lower value;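 active = B-score under library mean minus 3 SD, initial fluorescence not abnormally high, positive integrated signal ratio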;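 also: B-score derived from integrated fluorescence ratio over the kinetic read; more negative B-score means stronger inhibition of depolarization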
Platelet DG rel: modulates dense granule release in human platelets; human platelet-rich plasma, SFLLRN dense granule ATP release, luminescence; inhibition, %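 (compounds screened at 7.5 µM in platelet-rich plasma)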; hit rate 0.22% among 300,000; AID 1663;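 active = mean replicate score, as percent of positive control, at or above 50; inconclusive = mean below 50 but at least one replicate at or above 50; inactive = mean and every replicate below 50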
TRPC4 block: blocks the mouse TRPC4 cation channel; Q9QUQ5; HEK293 TRPC4beta/mu-opioid, DAMGO-evoked Fluo4 calcium flux; stronger effect = lower value; B-score at 10 µM; hit rate 0.39% among 300,000; AID 2247;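 active = B-score over 3 SD under the library average, no early fluorescence shift, positive overall ratio signal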
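Assay system: Stable TRPC4beta/mu-opioid receptor HEK293 cells | Reagent: DAMGO in two steps, submaximal then maximal | Compound dosing: Single concentration per test compound | Signal: Fluo4 Ca2+ flux fluorescence | Evaluation: Per-well B score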
MrgX1 ag: human MrgX1 receptor agonism, primary screen; Q96LB2; MrgX1-HEK293 cells, Fluo-4 calcium fluorescence, agonist mode; stronger effect = higher value; B-score at 10 µM; hit rate 0.44% among 310,000;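 active = calcium response B-score plate-corrected fluorescence ratio at least 3 library SD, with starting fluorescence B-score inside 5 SD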
Target sequence (Q96LB2 whole entry, looked up): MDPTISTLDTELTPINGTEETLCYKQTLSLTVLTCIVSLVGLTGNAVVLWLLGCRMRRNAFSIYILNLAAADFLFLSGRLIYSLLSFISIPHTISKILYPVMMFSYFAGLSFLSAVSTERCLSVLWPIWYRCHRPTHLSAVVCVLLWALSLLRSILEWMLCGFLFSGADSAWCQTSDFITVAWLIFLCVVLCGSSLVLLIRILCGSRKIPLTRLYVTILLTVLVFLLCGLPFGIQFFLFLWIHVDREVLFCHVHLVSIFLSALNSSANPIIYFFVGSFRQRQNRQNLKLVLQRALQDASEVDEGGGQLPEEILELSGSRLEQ
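Material: HEK293 cells stably expressing human MrgX1 receptor | Quantity: 15,000 cells per well | Times: Cells plated overnight, dye loaded 0.5 h 37 °C, 0.5 h room temperature | Measured by: Kinetic Fluo-4 NW fluorescence of intracellular calcium | Control set: Positive and negative controls per plate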
TRPC6 activator: activates the mouse TRPC6 cation channel; Q61143; HEK293-TRPC6 membrane potential dye fluorescence; stronger effect = higher value; B-score at 10 µM; hit rate 0.13% among 310,000; AID 2550;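 active = B-score of the integrated fluorescence ratio above library mean plus 3 SD, and starting fluorescence ratio within library mean plus 5 SD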;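 also: higher score means more depolarization so channel activation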
MrgX1 antag: human MrgX1 receptor antagonism, primary screen; Q96LB2; MRGX1-HEK293 calcium flux, Fluo-4, BAM8-22 antagonism; stronger effect = lower value; B-score at 10 µM; hit rate 1.3% among 310,000;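 active = calcium-response B-score plate-corrected more than 3 library SD below zero, starting fluorescence within 5 deviations, no agonist response on first addition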;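 also: peak minus trough fluorescence over baseline after final BAM8-22 challenge near maximal dose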
MrgX1 allo act: human MrgX1 positive allosteric modulation, primary screen; MrgX1-HEK293, Fluo-4 calcium flux, FDSS; stronger effect = higher value; B-score at 10 µM; hit rate 0.63% among 310,000;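 active = plate-corrected calcium response at least 3 library SD above typical, normal starting fluorescence, not activating the receptor alone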;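 also: compound read alongside a low EC10 to EC30 dose of BAM8-22 agonist; peak minus trough fluorescence over baseline measured at the second addition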
An asterisk follows results filed as active; i = inactive; u = inconclusive; x = not tested or not shown.

SMILES	RGS4 block	RGS4 pot	SKKanGAS inh	HIF act	TRPC6 inh	Platelet DG rel	TRPC4 block	MrgX1 ag	TRPC6 activator	MrgX1 antag	MrgX1 allo act
c1ccc(N2CCOCC2)c(Nc2nc3ccccc3n3cnnc23)c1	i	i	-3	-0.4	i	-11	i	i	i	i	i
CCCCOP(=O)(OCCCC)C1(NS(=O)(=O)c2ccccc2)C=CC(=O)c2ccccc21 (centres undefined)	i	i	1	-0.6	i	9	i	i	i	i	i
O=C(CN1C(=O)CCC1=O)c1ccc(-c2ccccc2)cc1	i	i	-4	2.2	i	4	i	i	i	i	i
CCOc1ccc(/C=N/Nc2nc(=O)[nH]nc2C)cc1OC	i	i	1	0.0	i	6	i	i	i	i	i
CC(C)(CO)NCc1ccc(Br)cc1	i	i	7	0.1	i	0	i	i	i	i	i
CC(OC(=O)CCOc1ccccc1)C(=O)Nc1ccc(Cl)cn1 (centres undefined)	i	i	0	-0.5	i	2	i	i	i	i	i
N=c1sccn1CC(=O)Nc1ccc(S(=O)(=O)N2CCOCC2)cc1	i	i	-3	-13	i	1	i	i	i	i	i
CC1=CC(C)(C)Nc2ccc(OC(=O)c3cccnc3)cc21	i	i	7	-1.2	i	-9	i	i	i	i	i
CC(=O)Nc1ccc(N(C(=O)c2ccco2)C(C(=O)NC2CCCC2)c2cccs2)cc1 (centres undefined)	i	i	5	-0.7	i	4	i	i	i	i	i
CN(CC(=O)Nc1ccc(F)c(F)c1F)C(=O)C1CCC1	i	i	0	0.3	i	-5	i	i	i	i	i
COc1ccc(CCNC(=O)CN(C)S(=O)(=O)c2cccc3nsnc23)cc1OC	i	i	6	-0.1	i	-8	i	i	i	i	i
Cc1ccc(OCc2nnc(SCC(=O)c3ccccc3)n2-c2ccccc2)cc1	i	i	2	-0.3	i	-8	i	i	i	i	i
CCNS(=O)(=O)c1ccc(CCC(=O)N2CCN(c3ccc(OC)cc3)CC2)cc1	i	i	-7	-0.4	i	-4	i	i	i	i	i
N#C/C(=C\c1cn(CC(=O)N2CCCC2)c2ccccc12)C(=O)NCc1ccc2c(c1)OCO2	i	i	12	-0.2	i	-3	i	i	i	i	i
COc1cc(NC(=O)c2c(F)cccc2F)nc(OC)n1	i	i	6	2.2	i	5	i	i	i	i	i
COc1cc(C(N)=O)cc(Br)c1OC	i	i	-14	-0.2	i	-43	i	i	i	i	i
O=C(NCc1ccc2c(c1)OCO2)C1CC(c2cccc(Br)c2)=NO1 (centres undefined)	i	i	-14	-0.1	i	1	i	i	i	i	i
O=C(O)CCN1c2cccc3cccc(c23)S1(=O)=O	i	i	-3	-0.3	i	14	i	i	i	i	i
O=C(CN(Cc1ccc(Cl)cc1)S(=O)(=O)c1ccccc1)NCC1CCCO1 (centres undefined)	i	i	14	0.0	i	10	i	i	i	i	i
CS(=O)(=O)N(CC(=O)NCc1ccc2c(c1)OCO2)c1cccc(Cl)c1	i	i	2	-0.1	i	-1	i	i	i	i	i
Cc1nn(-c2ccccc2)c(C)c1C(=O)NCCc1ccccc1	i	i	-2	2.7	i	-2	i	i	i	i	i
COc1ccc(OC)c(NC(=O)C2COc3ccccc3O2)c1 (centres undefined)	i	i	-18	0.1	i	-31	i	i	i	i	i
COc1cc(/C=C(\C#N)c2ccccn2)ccc1OCC(=O)Nc1cccc(C(F)(F)F)c1	i	i	0	-0.6	i	12	i	i	i	i	i
C=CCSc1n[nH]c(-c2ccc(OCCCC)cc2)n1	i	i	-2	2.3	i	3	i	i	i	i	i
CCCN(CC(=O)Nc1ccc(F)c(F)c1F)C(=O)CCc1nc2ccccc2c(=O)[nH]1	i	i	4	0.1	i	-5	i	i	i	i	i
O=C(O)C1(c2ccccc2)CCN(S(=O)(=O)c2ccc(Br)cc2)CC1	i	i	-5	0.9	i	-4	i	i	i	i	i
Cn1c(Cn2c(=O)sc3ccccc32)nnc1SCC(=O)Nc1ccccc1	i	i	-1	0.0	i	3	i	i	i	i	i
COCC(=O)N1CCC(Oc2ccc(C(=O)NCc3cc(C)no3)cc2)CC1	i	i	-1	0.7	i	-8	i	i	i	i	i
CCOc1ccc(C(=O)C(CCC(CN(C)C)C(=O)c2ccc(OCC)cc2)CN(C)C)cc1 (centres undefined)	i	-8*	-8	-3.6	i	-1	i	x	i	x	x
CCOc1ccc(-c2nn(-c3ccccc3)cc2/C=C2\SC(=S)N(Cc3ccco3)C2=O)cc1	i	i	-6	-0.4	i	-10	i	i	i	i	i
C/C(=N\NC(N)=S)c1ccc(Cl)s1	i	i	-3	0.0	i	3	i	i	i	i	i
Nc1nc(Nc2cccc(Cl)c2)nc(NCCO)c1[N+](=O)[O-]	i	i	2	0.0	i	-1	i	i	i	i	i
O=C(Oc1cccnc1)c1ccc([N+](=O)[O-])cc1Cl	i	i	-2	-0.4	i	1	i	i	i	i	i
Cc1noc(C)c1CSc1nnc2scc(-c3ccc(Cl)cc3)n12	i	i	1	-0.3	i	u	i	i	i	i	i
COC(=O)C1=CN(c2ccc(OC)cc2)C=C(C(=O)OC)C1c1cccc(F)c1	i	i	-2	1.1	i	-1	i	i	i	i	i
COc1ccc2c(c1OC)C(=O)N1c3ccccc3SC21 (centres undefined)	i	i	1	3.6	i	1	i	i	i	i	i
CCC(C)(C)NC(=O)C(c1ccc(C)cc1)N(Cc1cccs1)C(=O)c1ccc2c(c1)OCCO2 (centres undefined)	i	i	20	-0.5	i	-1	i	i	i	i	i
COc1cc(C)c(/C=C(\C#N)C(=O)Nc2cccc(C)c2)cc1C(C)C	i	i	0	-0.7	i	-11	i	i	i	i	i
O=C(COc1ccc(Cl)cc1Cl)NCCSc1ccc(Cl)cc1	i	i	15	-0.9	i	4	i	i	i	i	i
CCN(CC(=O)NCc1cccs1)S(=O)(=O)c1ccc(C(C)C)cc1	i	i	-9	0.0	i	-4	i	i	i	i	i

Overlap with the part before: 2 entries; new compounds follow.
SMILES	RGS4 block	RGS4 pot	SKKanGAS inh	HIF act	TRPC6 inh	Platelet DG rel	TRPC4 block	MrgX1 ag	TRPC6 activator	MrgX1 antag	MrgX1 allo act
O=C(COc1ccc(Cl)cc1Cl)NCCSc1ccc(Cl)cc1	i	i	15	-0.9	i	4	i	i	i	i	i
CCN(CC(=O)NCc1cccs1)S(=O)(=O)c1ccc(C(C)C)cc1	i	i	-9	0.0	i	-4	i	i	i	i	i
COc1cccc2cc(C(=O)C3=C(O)C(=O)N(CCN4CCOCC4)C3c3cccs3)oc12 (centres undefined)	i	i	5	0.1	i	-4	i	i	i	i	i
COc1cccc(C(C(=O)Nc2ccc(F)cc2)N(C(=O)Cn2nnc3ccccc32)C2CC2)c1 (centres undefined)	i	i	-2	0.1	i	-3	i	i	i	i	i
Cc1c(Cl)ccc(S(=O)(=O)NCCN2CCOCC2)c1Cl	i	i	-1	0.4	i	-9	i	i	i	i	i
O=c1cc(O)nc(-c2ccc(Cl)cc2)s1	i	i	2	0.4	i	-2	i	i	i	i	i
N#CC(C(=O)NC1CCCCC1)=C1CCCCCC1	i	i	0	-0.1	i	7	i	i	i	i	i
Nc1nc(Cl)cc(Sc2ccc(F)cc2)n1	i	i	-3	-0.2	i	-5	i	i	i	i	6.7*
COc1ccc(/C=C(\NC(=O)c2ccc([N+](=O)[O-])cc2)C(=O)NCCCN2CCOCC2)cc1	i	i	0	-1.0	i	6	i	i	i	i	i
CC[C@@]12C(=O)N(c3cccc(F)c3)C(=O)N1[C@H](c1ccc(F)cc1)[C@@H]1C(=O)N(C3CCCCC3)C(=O)[C@@H]12	i	i	-3	-1.5	i	-1	i	i	i	i	i
O=C(NCC1COCCO1)c1ccc(OC2CCN(CCc3ccccc3)CC2)cc1 (centres undefined)	i	i	0	-0.5	i	-6	i	x	i	x	x
O=C(N/N=C\c1ccco1)c1cncc(Br)c1	i	i	5	-0.1	i	-1	i	i	i	i	i
CCCCc1nc(NCCNC(=O)c2ccccc2)c(C#N)c2c1CSC(C)(C)C2	i	i	24	-0.7	i	-6	i	i	i	i	i
CSc1cccc(NS(=O)(=O)c2ccc3c(c2)NC(=O)C(C)C(=O)N3)c1 (centres undefined)	i	i	-3	0.5	i	1	i	i	i	i	i
COc1ccc(C(=O)N/C(=C/c2cccnc2)C(=O)Nc2cccc(C(C)=O)c2)cc1OC	i	i	-3	-0.4	i	13	i	i	i	i	i
COc1ccc(-c2nnc(N(C)C(=O)c3ccco3)s2)cc1OC	i	i	-2	-0.4	i	5	i	i	i	-7.5*	i
O=C(Nc1cccc(-c2cccc(F)c2)c1)C1CCN(C2CCOCC2)CC1	i	i	-5	-0.4	i	7	i	i	i	i	i
CSCc1cc(N(C)c2ccccc2)nc(-c2ccccn2)n1	i	i	75*	-1.2	-7.2*	5	i	i	i	i	i
Cc1cccc(N2CC(C(=O)Nc3nnc(SCc4ccccn4)s3)CC2=O)c1 (centres undefined)	i	i	6	0.7	i	2	i	i	i	i	i
Cc1cc(NC(=O)CSc2nnc(-c3cccnc3)n2C2CCCCC2C)no1 (centres undefined)	i	i	-2	-0.1	i	-20	i	i	i	i	i
O=C(CCC(=O)N1CCOc2ccccc21)NCCN1CCOCC1	i	i	-5	0.1	i	0	i	i	i	i	i
CCOP(=O)(c1ccccc1)C(O)c1ccccc1 (centres undefined)	i	i	0	-0.1	i	-7	i	i	i	i	i
CCCOc1ccc(-c2nc(N)n[nH]2)cc1	i	i	0	1.1	i	4	i	i	i	i	i
CC(=O)Nc1c2c(nn1-c1ccccc1C)CS(=O)C2 (centres undefined)	i	i	0	0.2	i	-6	i	i	i	i	i
CCOC(=O)C1=C(C)NC(=O)NC1c1ccc(OCC(=O)OC)c(OC)c1 (centres undefined)	i	i	-23	0.0	i	-4	i	i	i	i	i
CC(=O)Nc1ccc(/C=C(\C#N)C(=O)NC2CCCCC2C)cc1 (centres undefined)	i	i	7	-0.2	i	1	i	i	i	i	i
CCCc1cc(=O)[nH]c(SCC(=O)NCCCC(=O)OCC)n1	i	i	-3	-0.8	i	3	i	i	i	i	i
